High-throughput results (PubChem)
DAX1 inh-1: inhibitors of DAX1 repression of SF-1 activated StAR promoter. HEK293T StAR-luciferase reporter, SF-1/DAX-1 repression relief. inhibition, % at 6.8 µM. hit rate 1.1% among 370,000. AID 652010;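 active = inhibition above the mean over all tested compounds plus 3 SD, cut at about 3.6% in these data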;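 also: 0% = DAX-1 cells with DMSO and 100% = cells lacking DAX-1 with DMSO; higher inhibition means more luminescence from relief of DAX-1 repression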
DAX1 inh-2: inhibits human nuclear receptor DAX1 | inhibition, % at 6.75 µM | hit rate 0.99% among 340,000 | P51843 | HEK293 Gal4-DAX1 luciferase reporter, luminescence | AID 504766;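 active = inhibition above the mean over all tested compounds plus 3 SD, cut at about 4.2% in these data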;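 also: 0% = DAX1-transfected cells with DMSO and 100% = empty-vector control cells with DMSO; inhibition shows as a rise in luminescence from relieved DAX1 repression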
Target sequence (P51843 207-470 limits assumed): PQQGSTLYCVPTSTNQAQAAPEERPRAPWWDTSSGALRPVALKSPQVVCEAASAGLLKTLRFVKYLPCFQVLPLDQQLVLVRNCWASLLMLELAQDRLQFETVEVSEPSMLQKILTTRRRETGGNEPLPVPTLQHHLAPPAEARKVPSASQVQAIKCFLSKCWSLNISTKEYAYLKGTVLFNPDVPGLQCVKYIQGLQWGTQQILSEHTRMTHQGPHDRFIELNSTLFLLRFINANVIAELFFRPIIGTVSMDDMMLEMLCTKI
GAA850 FXN act: frataxin GAA850 promoter activation; HEK293 lucGAA850 FXN promoter luciferase reporter, 24 h; percent of 10 µM SAHA response; activation, % at 6 µM; hit rate 0.56% among 360,000;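 active = activation above the average of all compounds screened plus 3 SD, cutoff fixed separately per campaign, cut at about 7.5% in these data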;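 also: 0% = DMSO wells and 100% = 10 µM SAHA wells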
hgDAF-12 ag: hgDAF-12 agonism, primary luciferase screen. hit rate 1.8% among 370,000. HEK293 GAL4-hgDAF12 UAS-luciferase reporter, agonist luminescence; normalized to butyrate control. activation, % at 6.8 µM. AID 687014;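 active = activation above a cutoff set at the mean of all screened compounds plus 3 SD, cut at about 10% in these data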;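 also: 0% = DMSO wells and 100% = sodium butyrate wells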
HGIII-sPLA2 inh: Blocks human group III sPLA2 activity. Q9NZ20. QFRET BODIPY PC-A2 liposome hydrolysis, fluorescence. inhibition, % at 12.2 µM. hit rate 0.56% among 370,000;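 active = inhibition above mean plus 3 SD of compounds lying within the high and low control bounds, cut at about 19% in these data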;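 also: 0% = median of test compound wells and 100% = no enzyme DMSO wells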
Target sequence (Q9NZ20 whole entry, looked up): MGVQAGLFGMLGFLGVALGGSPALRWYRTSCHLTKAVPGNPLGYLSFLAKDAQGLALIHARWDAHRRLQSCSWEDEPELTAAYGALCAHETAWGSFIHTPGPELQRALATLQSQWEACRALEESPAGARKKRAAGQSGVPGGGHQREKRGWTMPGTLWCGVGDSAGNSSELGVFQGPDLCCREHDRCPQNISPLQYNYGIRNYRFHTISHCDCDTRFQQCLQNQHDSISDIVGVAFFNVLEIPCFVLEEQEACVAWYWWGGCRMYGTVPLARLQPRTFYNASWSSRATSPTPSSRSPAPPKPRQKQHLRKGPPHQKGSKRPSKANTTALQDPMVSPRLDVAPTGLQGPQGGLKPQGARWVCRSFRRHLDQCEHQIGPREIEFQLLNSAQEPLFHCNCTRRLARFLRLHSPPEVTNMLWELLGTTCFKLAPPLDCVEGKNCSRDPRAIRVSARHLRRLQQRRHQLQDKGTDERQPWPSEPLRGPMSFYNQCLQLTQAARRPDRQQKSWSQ
NPR1 activator: GC-A (human) enzyme activation; AID 1671463; HEK293 GC-A cells, cGMP TR-FRET, EC30 ANP; 0% at EC30 ANP, 100% saturating ANP; activation, % at 10 µM; P16066; hit rate 0.14% among 370,000; in the data active = activation above about 40%
hcDAF12 agonist: H. contortus DAF-12 activation, primary screen. HEK293 hcDAF-12 lit1-tk-luc reporter, luminescence; 0% DMSO, 100% Δ7-dafachronic acid. activation, % at 6.8 µM. hit rate 1.4% among 370,000;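 active = activation above the mean of all tested compounds plus 3 SD, cut at about 5.5% in these data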;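 also: 100% = response to 3 µM Δ7-dafachronic acid high control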
GC-B act: GC-B (human) receptor activation. HEK293-GC-B cells, CNP EC30, cGMP TR-FRET; 0% at EC30 CNP, 100% saturating CNP. hit rate 0.11% among 370,000. activation, % at 10 µM;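 active = activation at 10 µM reaching about 35% in either raw or pattern-adjusted values, limit read from the data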
ssDAF12 agonist: activators of S. stercoralis DAF-12 nuclear receptor; activation, % at 6.8 µM; hit rate 1% among 370,000; HEK293 ssDAF-12/GRIP1 lit1-tk-luc reporter, luminescence; % of 3 µM dafachronic acid response;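 active = activation above the mean over all tested compounds plus 3 SD, cut at about 0.9% in these data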;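 also: 0% = DMSO-only wells and 100% = 3 µM delta7-dafachronic acid wells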
proKLK7 act: proKLK7 (human) activation, primary screen | P49862 | purified proKLK7, EDANS-DABCYL substrate fluorescence; 100% is mature enzyme control, 0% vehicle | activation, % at 7 µM | hit rate 0.9% among 370,000;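 active = activation above the mean of all tested compounds plus 3 SD, computed per campaign excluding outliers beyond control limits, cut at about 13% in these data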
Target sequence (P49862 whole entry, looked up): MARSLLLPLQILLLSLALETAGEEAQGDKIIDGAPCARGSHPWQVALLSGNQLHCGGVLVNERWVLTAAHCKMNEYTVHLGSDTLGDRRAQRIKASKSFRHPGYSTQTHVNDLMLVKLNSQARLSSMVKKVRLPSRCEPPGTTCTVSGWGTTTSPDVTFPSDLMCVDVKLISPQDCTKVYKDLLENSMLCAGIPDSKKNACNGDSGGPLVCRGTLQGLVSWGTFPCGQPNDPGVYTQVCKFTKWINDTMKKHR
SMARCA2 act: increases SMARCA2 function in MMTV reporter cells. MG213 cells, MMTV-luciferase reporter, dexamethasone, overnight. activation, % at 9.1 µM. hit rate 1% among 370,000; in the data active = activation above about 7.8%;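 also: 0% = vehicle wells and 100% = reference activator wells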
* hit, by the source's call; / = no result given. These rows are one share of the data; count on the stated rates, not on these rows.

The line under a structure holds: DAX1 inh-1 | DAX1 inh-2 | GAA850 FXN act | hgDAF-12 ag | HGIII-sPLA2 inh | NPR1 activator | hcDAF12 agonist | GC-B act | ssDAF12 agonist | proKLK7 act | SMARCA2 act
CC(C(=O)c1ccc(Cl)cc1Cl)n1cncn1 (configuration not stated)
    0.2 | 0.2 | -0.1 | 0.7 | 3 | 11 | -0.2 | 4 | -1.4 | -0.6 | -1
CCCCCn1c(=O)c(C(=O)NCc2ccccc2Cl)c(O)c2ccccc21
    -0.1 | 0.6 | -0.4 | -1.6 | 9 | -1 | -2.2 | -7 | -1.1 | 0.4 | -1
CCCC(=O)c1ccc(CP(=O)(OCC)OCC)o1
    0.2 | 1.9 | 1.3 | 1.8 | 1 | -2 | 1.0 | 4 | -1.2 | 0.5 | 2
O=C(Cc1cccc(C(F)(F)F)c1)N1CCN(CC(=O)N2CCCC2)CC1
    2.7 | 0.6 | -2.0 | 5.2 | -11 | -1 | -0.9 | -2 | -2.0 | 0.4 | 0
CC1(O)CCN2C(=O)CCc3cccc1c32 (configuration not stated)
    -0.1 | -0.3 | 1.1 | 0.9 | 3 | -2 | -2.7 | -2 | -1.3 | -1.5 | -1
O=C(NN=Cc1ccc(N(CCCl)CCCl)cc1)c1cccnc1
    -1.9 | 1.9 | -5.5 | -0.4 | 4 | -1 | -0.7 | -3 | -0.2 | 0.6 | 1
Cn1c(=O)c2c(nc(N/N=C/c3c(O)n(C4CCCCC4)c(=S)[nH]c3=O)n2C)n(C)c1=O
    -0.3 | 3.4 | 2.7 | 1.4 | -6 | -8 | -1.2 | -1 | -1.1 | -2.1 | -1
CCC1=C(C)C(N2CCOCC2)=NP(N2CCOCC2)(N2CCOCC2)=N1
    -0.2 | 0.5 | 1.2 | -0.2 | 0 | 4 | -1.2 | 5 | -1.1 | -1.1 | -3
CCOC(=O)C(O)(c1ccc(N(CC)S(=O)(=O)c2ccccc2)cc1)C(F)(F)F (configuration not stated)
    -0.4 | 0.2 | -1.9 | -2.4 | -23 | -1 | -2.0 | 3 | -1.8 | 1.4 | -3
O=c1cccc2n1CC1CNC[C@H]2C1
    0.2 | -1.3 | 2.1 | 0.1 | 1 | -3 | 0.9 | -2 | -0.5 | -0.3 | 0
CCC(C)C1NC(=O)C(C(C)=O)=C1O (configuration not stated)
    0.7 | 0.3 | -0.1 | -5.2 | 11 | 2 | -0.7 | 5 | -1.1 | -0.2 | -1
CN(C)CCCNCC(=O)Nc1ccc(Cl)cc1C(=O)c1ccccc1
    1.4 | 1.1 | 0.3 | -1.6 | 6 | -2 | 0.7 | 1 | -1.7 | 0.3 | -5
CC1COC2N=C(N[N+](=O)[O-])NC2O1 (configuration not stated)
    -0.2 | -0.1 | -0.3 | -0.5 | -1 | 3 | -0.8 | 1 | -2.0 | 0.2 | -4
CC(C)c1cc(Br)c(NC(=O)Nc2cccnc2)c(Br)c1
    0.6 | 1.6 | -0.3 | -1.8 | -3 | -1 | -0.1 | 3 | -1.3 | 0.1 | 0
CC(=O)OC1CCC2(C)C(=CC(=O)C3C2CCC2(C)C(OC(C)=O)CCC32)C1 (configuration not stated)
    -0.2 | 2.2 | 1.9 | 0.9 | 3 | 0 | 1.3 | 2 | -0.6 | -0.1 | 1
O=S(=O)(c1ccc(O)cc1)c1ccc(O)cc1
    0.4 | -1.2 | 2.7 | -0.1 | -4 | 0 | -0.8 | 1 | -0.9 | -0.1 | -2
COc1cc(CCN)c(OC)cc1C
    0.7 | / | / | 0.1 | 1 | 2 | -0.9 | -5 | -0.8 | 0.4 | -4
COC(=O)C1=C(c2ccccc2)C[C@@H]2CC[C@H]1N2C(=O)NC1CCCCC1
    0.0 | -0.2 | -0.2 | -2.4 | -3 | -1 | -0.9 | -6 | -1.4 | 0.6 | -1
Nc1ccc(C2(c3ccc(N)cc3)c3ccccc3-c3ccccc32)cc1
    0.2 | -1.5 | 3.3 | -1.8 | 0 | -5 | -0.7 | 1 | -1.5 | 0.3 | 0
C=CCC1C(=O)NC(=S)NC1=O
    -0.3 | 0.6 | 1.6 | 4.0 | 2 | 4 | -1.2 | -2 | -0.2 | -0.3 | 1
C#CCCC[C@@H]1OC(=O)CNC(=O)C([C@@H](C)CC)NC(=O)[C@@H]2CCCN2C(=O)C([C@@H](C)CC)OC(=O)[C@H](Cc2ccccc2)N(C)C(=O)[C@H](C(C)C)NC(=O)C1(C)C (some centres not stated)
    -0.9 | / | / | -2.6 | -5 | 0 | -1.2 | 1 | -0.8 | 1.1 | -3
CN(C)CC1CSCCC1(O)c1cccc(Cl)c1 (configuration not stated)
    0.1 | 0.9 | -0.2 | 1.6 | 12 | 0 | -1.1 | 0 | -0.1 | -0.2 | -4
O=C1C2CCCC1C(N1CCCCC1)CC2 (configuration not stated)
    -0.2 | -0.3 | 1.4 | 2.4 | 1 | 0 | -1.7 | 3 | -1.2 | 0.5 | -1
CC(C)Oc1cccnc1N(C)C1CCN(Cc2ccccc2)CC1
    1.1 | -0.3 | -2.9 | -0.7 | -6 | -3 | -1.8 | 0 | -1.5 | 0.5 | -2
Nc1ccc(Cl)cc1C(=O)c1ccccc1
    0.0 | -0.7 | 2.3 | -1.8 | -1 | -3 | -1.8 | 1 | -2.0 | 0.4 | 1
COc1ccc(C(c2nnnn2-c2c(C)cccc2C)N2CCC(n3c(=O)[nH]c4ccccc43)CC2)cc1 (configuration not stated)
    -3.9 | / | / | -5.2 | 3 | -7 | -2.6 | 1 | -1.9 | -0.1 | -8
Cc1ccsc1C(=O)C1CCCN(Cc2ccc(-n3cccn3)cc2)C1 (configuration not stated)
    -0.3 | 0.0 | 3.0 | -1.6 | -9 | 1 | -2.2 | 0 | -0.9 | -0.2 | -2
NNc1n[nH]c(=S)n1N
    -0.4 | 0.2 | 3.1 | -7.5 | 12 | -1 | -0.3 | 3 | -0.9 | -0.2 | 2
O=C1NC(=O)N(Cc2ccco2)C(=O)/C1=C\c1cccn1CCOc1ccc(Cl)cc1
    -0.6 | -0.4 | 0.5 | 5.1 | -18 | -14 | -2.8 | -8 | -1.6 | 0.1 | 2
C[C@@H]1CN([C@@H](C)CO)C(=O)CCCn2cc(nn2)CO[C@H]1CN(C)C(=O)Oc1ccc2ccccc2c1
    -1.2 | -0.1 | -0.7 | -1.1 | 13 | 3 | 0.8 | 1 | -0.6 | -0.3 | -5

Compound profiles, from the list above. Order of values: DAX1 inh-1 | DAX1 inh-2 | GAA850 FXN act | hgDAF-12 ag | HGIII-sPLA2 inh | NPR1 activator | hcDAF12 agonist | GC-B act | ssDAF12 agonist | proKLK7 act | SMARCA2 act
Nc1ccc(Cl)cc1C(=O)c1ccccc1 is listed with 0.0 | -0.7 | 2.3 | -1.8 | -1 | -3 | -1.8 | 1 | -2.0 | 0.4 | 1
COC(=O)C1=C(c2ccccc2)C[C@@H]2CC[C@H]1N2C(=O)NC1CCCCC1 is listed with 0.0 | -0.2 | -0.2 | -2.4 | -3 | -1 | -0.9 | -6 | -1.4 | 0.6 | -1

(listing goes on)
The line under a structure holds: DAX1 inh-1 | DAX1 inh-2 | GAA850 FXN act | hgDAF-12 ag | HGIII-sPLA2 inh | NPR1 activator | hcDAF12 agonist | GC-B act | ssDAF12 agonist | proKLK7 act | SMARCA2 act
O=C(CN1CCCCC1)c1ccc(OC(F)F)cc1
    0.2 | -0.8 | -0.7 | 4.9 | 4 | 2 | 0.4 | 2 | -1.2 | -1.0 | 0
CSc1ncc(CN2CCCC(C(=O)c3cccc(Cl)c3)C2)cn1 (configuration not stated)
    -0.5 | -1.3 | 2.1 | -1.6 | -8 | -1 | -0.1 | 2 | -1.1 | 0.4 | -2
Cc1ccc(-c2nc3ccccc3c(=O)n2-n2cccc2)cc1
    -0.4 | 1.1 | 1.9 | 0.3 | -1 | 1 | 3.5 | -5 | -1.1 | -0.4 | -2
COC(=O)C1=C(c2ccc3ccccc3c2)C[C@@H]2CC[C@H]1N2C(=O)NC(C)C
    -0.8 | -0.5 | 2.0 | 2.0 | 2 | -2 | -2.1 | -3 | -1.4 | -0.7 | 0
COC(=O)C1=C(c2ccc(-c3ccccc3)c(F)c2)C[C@@H]2CC[C@H]1N2C(=O)NC1CC1
    -1.6 | -2.7 | -5.7 | -7.0 | -11 | -3 | -3.9 | 2 | -2.1 | 1.2 | -3
O=P1(NCc2ccco2)COc2ccccc2OC1
    0.1 | 0.4 | 0.1 | -1.2 | 6 | 3 | 0.0 | 0 | -1.0 | -0.3 | -3
COc1cccc2cc(-c3cc(=O)oc4ccc(OC(=O)N(C)C)cc34)oc12
    1.3 | 0.5 | 0.8 | 2.6 | 1 | 12 | -0.5 | 10 | -0.9 | 0.6 | -2
COCCNC(=S)N1Cc2ccccc2-n2nncc2C1
    0.3 | 0.8 | -0.1 | 1.2 | 3 | 1 | -1.7 | 3 | -0.5 | 0.6 | 0
COC(=O)[C@@H]1C(OC(=O)c2ccccc2)CC2CCC1N2C (some centres not stated)
    0.4 | 0.8 | -0.6 | 2.7 | 9 | 6 | -0.1 | 3 | 0.2 | -0.1 | -6
OC12CCCCC1C(c1ccccc1)NCC2 (configuration not stated)
    -0.1 | 4.3* | 0.0 | 3.7 | 0 | 2 | -0.5 | 1 | -1.2 | -0.1 | 6
COCCN1C(=O)/C(=C/c2c(OC)cc(OC)cc2OC)C(=O)N(c2ccccc2)C1=O
    0.2 | 1.1 | 0.7 | -3.4 | 0 | 4 | -0.9 | 3 | -1.0 | 7.0 | 1
CC/C(=N\Nc1ccccc1)c1c(O)n(-c2ccccc2)c(=O)[nH]c1=O
    0.1 | 1.6 | -0.3 | 1.1 | -10 | 1 | 1.2 | 6 | -1.3 | 0.0 | 4
CC1(C)C[C@H]2C=C(C=O)[C@]3(C=O)C[C@]3(C)[C@H]2C1
    -2.2 | -6.4 | 0.1 | -2.7 | -1 | 5 | 2.1 | -5 | -0.8 | 1.0 | -3
O=c1[nH]c(=S)n(-c2ccccc2)c(O)c1/C=N/N1CCCCC1c1cccnc1 (configuration not stated)
    0.1 | 0.2 | 0.9 | 2.3 | 5 | 1 | 1.4 | 4 | -1.8 | -0.2 | 1
CN1CCC(O)(c2ccccc2)C(C(=O)c2ccccc2)C1 (configuration not stated)
    -0.6 | -0.3 | -1.4 | -0.9 | 6 | 11 | -1.1 | -12 | -0.7 | -0.4 | -1
CCC(=O)N1CC(=O)Nc2ccc(Cl)cc2C1c1ccc(F)cc1 (configuration not stated)
    -0.9 | -0.2 | -0.2 | -2.6 | 8 | -8 | -1.5 | -8 | -1.0 | -0.4 | 5
CCOC(=O)C(O)(c1ccc(NC(=O)NC2CCCCC2)cc1)C(F)(F)F (configuration not stated)
    0.9 | -0.4 | 2.6 | 9.6 | -18 | -4 | 1.6 | 7 | -0.7 | 0.0 | 3
COc1ccc(NC(=O)N2C[C@@H]3C[C@@H](C2)c2cccc(=O)n2C3)c(OC)c1
    0.8 | -0.5 | -1.2 | -0.5 | 5 | 5 | -0.6 | -1 | -0.8 | 0.6 | -2
O=c1[nH]c(=O)n(Cc2ccco2)c(O)c1C=NCc1ccc2c(c1)OCO2
    -0.6 | 0.9 | 0.7 | 0.3 | 2 | 2 | 0.2 | 2 | -0.8 | 0.4 | -3
COc1cccc2c1O[C@H]1C(=O)CC[C@H]3CN(C)CCC231 (some centres not stated)
    0.1 | -0.1 | 0.8 | 0.1 | 5 | 4 | 0.0 | 1 | -1.1 | 0.2 | 1
